High-throughput results as filed in PubChem BioAssay.
EPAC1 antagonist: qHTS for Antagonist of cAMP-regulated guanine nucleotide exchange factor 3 (EPAC1): primary screen. Rap guanine nucleotide exchange factor 3 (Homo sapiens), O95398. AID 720709, 2013. actives 0.14% (n = 360,000). Potency, µM (doses to about 115 µM), for the others: top-dose activity change, negative = inhibition, usual class: inhibitors. EPAC1 GEF assay, Rap1b-BODIPY-GDP exchange fluorescence;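 further: potency means the concentration at half of the fitted maximal effect; plate controls were vehicle for no effect and positive control for full effect; nearly all actives have a fitted effect of over 50% in size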
Target sequence (O95398 whole entry, looked up): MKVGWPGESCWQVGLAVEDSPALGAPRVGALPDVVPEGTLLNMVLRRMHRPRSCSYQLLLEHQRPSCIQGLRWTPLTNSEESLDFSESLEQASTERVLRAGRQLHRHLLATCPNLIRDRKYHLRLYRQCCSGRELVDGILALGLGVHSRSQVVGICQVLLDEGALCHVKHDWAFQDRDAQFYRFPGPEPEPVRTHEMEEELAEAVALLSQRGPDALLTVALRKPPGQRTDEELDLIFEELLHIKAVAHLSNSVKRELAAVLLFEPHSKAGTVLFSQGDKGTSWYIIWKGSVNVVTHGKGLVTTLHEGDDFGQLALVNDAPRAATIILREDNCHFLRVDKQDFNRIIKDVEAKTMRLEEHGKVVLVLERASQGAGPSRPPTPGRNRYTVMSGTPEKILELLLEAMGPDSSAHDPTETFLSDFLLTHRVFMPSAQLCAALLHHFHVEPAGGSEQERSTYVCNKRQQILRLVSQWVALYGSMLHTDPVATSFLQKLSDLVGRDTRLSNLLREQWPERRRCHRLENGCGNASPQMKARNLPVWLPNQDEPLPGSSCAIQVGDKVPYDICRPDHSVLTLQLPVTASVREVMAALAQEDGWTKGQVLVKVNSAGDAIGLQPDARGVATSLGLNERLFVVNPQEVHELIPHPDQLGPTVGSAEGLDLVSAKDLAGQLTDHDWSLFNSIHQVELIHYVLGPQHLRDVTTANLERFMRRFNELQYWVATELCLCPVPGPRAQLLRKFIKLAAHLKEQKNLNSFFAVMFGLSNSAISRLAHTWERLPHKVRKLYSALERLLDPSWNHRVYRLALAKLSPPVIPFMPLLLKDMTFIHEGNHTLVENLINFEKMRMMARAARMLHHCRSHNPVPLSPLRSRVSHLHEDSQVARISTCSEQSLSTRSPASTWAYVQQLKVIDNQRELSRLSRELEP
FUS yeast rescue: qHTS for Suppressors of FUS Proteinopathy: Primary screen using FUS-linked yeast assay | S. cerevisiae FUS-expressing, growth rescue, OD600, 24 h | Potency, µM (series often up to 76.6 µM), inactives show at the top dose growth rescue (activation), usual class: activators | actives 0.24% (n = 390,000);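 further: potency means the concentration at half of the fitted maximal effect; plate controls were DMSO vehicle for no effect and reference control for full effect; nearly all actives have a fitted effect of over 55% in size; some results filed as inactive show a strong effect at the top dose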
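FUS-expressing yeast, raffinose-pregrown, induced in 2% galactose minimal medium at OD 0.005; compounds in a dilution series, 24hr at 30C. Growth restoration read as absorbance at 600 nm. CP55940 positive control, DMSO negative.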
Abeta rescue: qHTS for compounds that reverse cellular toxicity of Amyloid beta (A-beta) peptide in yeast: Primary Screen; Potency, µM (titrated, usually from 46.1 µM), for the others: top-dose growth rescue, hits mostly activators; actives 0.063% (n = 410,000); AID 1347071, 2019; yeast expressing A-beta42, growth rescue, OD600, 48 h; response scale: 0% DMSO, 100% iron-clioquinol control; further: potency means the concentration at half of the fitted maximal effect; nearly all actives have a fitted effect of over 55% in size
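Yeast growth medium received pinned compounds, then yeast cells expressing toxic A-beta were added; plates incubated at 30 C for 48 hr. Growth read as absorbance at 600 nm, normalized to DMSO and equimolar FeCl3 plus clioquinol controls.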
PI5P4Ka inh: qHTS for Inhibitors of phosphatidylinositol 5-phosphate 4-kinase (PI5P4K); PI5P4Kalpha enzyme, ADP-Glo luminescence, 60 min; stronger effect = lower value; max response, %; Phosphatidylinositol 5-phosphate 4-kinase type-2 alpha (Homo sapiens), P48426; AID 652105, 2013; actives 1.2% (n = 330,000); active means max response of -50% or lower; inconclusive means between -30% and -50%; inactive means -30% or higher; further: value at the top dose of about 77 µM; on the % scale 0 is the no-effect control and ±100 the full control effect
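Compounds were pin-transferred onto PI5P4Kalpha and substrate in HEPES pH 7.4 buffer with EGTA, CHAPS and 5% DMSO. ATP (5 microM final) started the reaction, which ran 60 minutes at room temperature before ADP-Glo detection.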
IL-2 act: qHTS of IL-2 Activators; IL-2 activation reporter assay, cell-based qHTS; stimulated with anti-CD3/CD4/CD28 beads; in transgenic mouse T cells; activation, % (series mostly up to about 46 µM); actives 0.065% (n = 360,000); AID 652025, 2013; in the data active means activation above about 50%; inconclusive means mostly about 30% to 49%; further: 0% is about no effect
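Unstimulated transgenic mouse T cells; 60-min compound exposure; bead-based TCR/CD4/CD28 stimulation; 18 h culture, 37 degrees C; dual fluorescence (EGFP, DsRed) plate cytometry.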
aSyn yeast inh: qHTS of alpha-syn Inhibitors | Yeast expressing alpha-synuclein, growth rescue, BacTiter-Glo, 24 h | Potency, µM (top dose mostly 46.1 µM), for the others: at the top dose growth rescue (activation), actives largely listed as activators | AID 652106, 2013 | actives 0.14% (n = 370,000); further: potency means the concentration at half of the fitted maximal effect; % of control where 0% means no effect; nearly all actives have a fitted effect of over 65% in size
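Rescue of yeast growth: cells expressing toxic alpha-synuclein, induced in galactose at OD600 0.02, incubated with compound 24 h at 30 C. ATP luminescence quantified growth; inhibitors of toxicity appear as activators.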
PLK1 PBD block: qHTS for Inhibitors of PLK1-PDB (polo-like kinase 1 - polo-box domain): Primary Screen; Serine/threonine-protein kinase PLK1 (Homo sapiens), P53350; Plk1 PBD binding of FITC phosphopeptide, fluorescence polarization; Potency, µM, for inactives: max response, negative = inhibition, usual class: inhibitors; actives 2.8% (n = 360,000); AID 720504, 2013; further: potency means the concentration at half of the fitted maximal effect; series mostly up to about 57 µM; on the % scale 0 is the no-effect control and ±100 the full control effect; nearly all actives have a fitted effect of over 65% in size
WRN helicase inh: qHTS for Inhibitors of WRN Helicase; Bifunctional 3'-5' exonuclease/ATP-dependent helicase WRN (Homo sapiens), Q14191; WRN helicase unwinding, fluorescent forked duplex, kinetic; Potency, µM (highest dose often 114 µM), inactives show at the top dose activity change, negative = inhibition, hits mostly inhibitors; actives 0.46% (n = 360,000); AID 651768, 2012; further: potency means the concentration at half of the fitted maximal effect; on the % scale 0 is the no-effect control and ±100 the full control effect; nearly all actives have a fitted effect of over 55% in size
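Enzyme (20 nM final) and test compound sit together 15 min at room temperature before substrate addition. Substrate is a single-forked duplex oligonucleotide (100 nM) labelled with fluorophore and quencher, with 2 mM ATP; helicase unwinding raises red fluorescence, read kinetically.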
EPAC1 agonist: qHTS for Agonist of cAMP-regulated guanine nucleotide exchange factor 3 (EPAC1): primary screen. Rap guanine nucleotide exchange factor 3 (Homo sapiens), O95398. EPAC1 agonist qHTS, biochemical assay; response scale: 100% = response to 6.5 mM cAMP. Potency, µM (top dose mostly 154 µM), without a hit: at the highest dose activation, actives largely listed as activators. actives 0.073% (n = 360,000); further: potency means the concentration at half of the fitted maximal effect; nearly all actives have a fitted effect of over 60% in size
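EPAC1 100 nM, Rap1B–BODIPY-GDP 250 nM, unlabeled GDP 50 uM; compound titration; 5 min RT; kinetic read ex480/em540 at 5-min intervals ×30 min; data normalized to 6.5 mM cAMP agonist control.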
An asterisk follows results filed as active; [ ] = dose if it differs, or a comment. Unless noted, the call rests on the fitted dose curve; in most records, active means well fitted curve in the direction sought with a large enough effect; inconclusive means small, poorly fitted or top-dose-only effect, or another doubt; inactive means no such curve, though single readings can be large; an effect the other way counts as inactive or inconclusive. An unsorted share of the library, and some 4.1% of all compounds hit somewhere here.

Results for COc1ccc(OCCC(=O)NCC23CC4CC(CC(C4)C2)C3)cc1 ?
EPAC1 antagonist: -15%; FUS yeast rescue: 34%; Abeta rescue: 12%; PI5P4Ka inh: 4; IL-2 act: 0.5; aSyn yeast inh: 4%; PLK1 PBD block: 2%; WRN helicase inh: -8%; EPAC1 agonist: 3%

What do the screens show for `COc1ccc2c(c1)S/C(=C\C(=O)c1ccncc1)N2C`?
EPAC1 antagonist: 14%; FUS yeast rescue: 6%; Abeta rescue: -86%[inhibitor]; PI5P4Ka inh: -15; IL-2 act: -0.3; aSyn yeast inh: inconclusive; PLK1 PBD block: 0%; WRN helicase inh: -7%; EPAC1 agonist: -24%

What do the screens show for `Cn1ccsc1=NC(=O)c1ccccc1OC(F)F`?
EPAC1 antagonist: -8%; FUS yeast rescue: -10%; Abeta rescue: 5%; PI5P4Ka inh: -2; IL-2 act: 2.0; aSyn yeast inh: -10%; PLK1 PBD block: 1%; WRN helicase inh: 13%; EPAC1 agonist: -8%

How did Cc1ccc(CSCC(=O)Nc2cc(S(=O)(=O)N3CCOCC3)ccc2OCC(F)(F)F)cc1 do in these assays?
EPAC1 antagonist: inconclusive; Abeta rescue: 5%; PI5P4Ka inh: 6; IL-2 act: -4.4; aSyn yeast inh: 7%; PLK1 PBD block: -2%; WRN helicase inh: -1%; EPAC1 agonist: 6%

Results for O=C(c1ccc(Cl)c(NC2=NC3CS(=O)(=O)CC3S2)c1)N1CCN(c2ccccc2)CC1 (stereo unspecified) ?
EPAC1 antagonist: -5%; FUS yeast rescue: 8%; Abeta rescue: 1%; PI5P4Ka inh: 0; IL-2 act: -2.1; aSyn yeast inh: -6%; PLK1 PBD block: -16%; WRN helicase inh: 5%; EPAC1 agonist: 15%

What do the screens show for `CSC1=C(C#N)C(c2ccc(C(C)C)cc2)CC(=O)N1` (stereo unspecified)?
EPAC1 antagonist: -7%; FUS yeast rescue: 1%; Abeta rescue: 22%; PI5P4Ka inh: -1; IL-2 act: 1.8; aSyn yeast inh: -1%; PLK1 PBD block: -3%; WRN helicase inh: -4%; EPAC1 agonist: -2%

Results for CC1(C(=O)NS(=O)(=O)c2cccc(Cl)c2)CCN1C(=O)CC1CCCCC1 (stereo unspecified) ?
EPAC1 antagonist: 6%; FUS yeast rescue: -8%; Abeta rescue: -8%; PI5P4Ka inh: 2; IL-2 act: -0.7; aSyn yeast inh: 0%; PLK1 PBD block: -8%; WRN helicase inh: 4%; EPAC1 agonist: -18%

What do the screens show for `COCCNC(=O)c1ccccc1N(Cc1ccccc1)S(=O)(=O)c1ccccc1`?
EPAC1 antagonist: -14%; FUS yeast rescue: -4%; Abeta rescue: -3%; PI5P4Ka inh: -5; IL-2 act: 0.8; aSyn yeast inh: 4%; PLK1 PBD block: -10%; WRN helicase inh: 17%; EPAC1 agonist: 12%

Results for CSc1cccc(NC(=O)Cc2ccccc2[N+](=O)[O-])c1 ?
EPAC1 antagonist: -6%; FUS yeast rescue: 25%; Abeta rescue: 32%; PI5P4Ka inh: -1; IL-2 act: -0.9; aSyn yeast inh: 9%; PLK1 PBD block: -13%; WRN helicase inh: -11%; EPAC1 agonist: 9%

What do the screens show for `CCC1Sc2ccc(S(=O)(=O)CCC(=O)NCc3ccco3)cc2NC1=O` (stereo unspecified)?
EPAC1 antagonist: -2%; FUS yeast rescue: 29%; PI5P4Ka inh: -6; IL-2 act: -0.1; aSyn yeast inh: -3%; PLK1 PBD block: -12%; WRN helicase inh: 2%; EPAC1 agonist: -4%

How did O=C1CC(c2ccccc2)NN1 (stereo unspecified) do in these assays?
EPAC1 antagonist: -6%; FUS yeast rescue: -4%; Abeta rescue: -11%; PI5P4Ka inh: -5; IL-2 act: 0.1; aSyn yeast inh: -12%; PLK1 PBD block: -8%; WRN helicase inh: 3%; EPAC1 agonist: 0%

How did CN(C)S(=O)(=O)c1cccc(NC(=O)c2ccc(COc3ccccc3)cc2)c1 do in these assays?
EPAC1 antagonist: -17%; FUS yeast rescue: 12%; Abeta rescue: 16%; PI5P4Ka inh: -3; IL-2 act: -0.6; aSyn yeast inh: 0%; PLK1 PBD block: -8%; WRN helicase inh: 4%; EPAC1 agonist: 12%

Results for COc1ccc(Cc2nc3ccc(C(=O)NCc4cc(C)no4)cc3o2)cc1OC ?
EPAC1 antagonist: -8%; Abeta rescue: 0%; PI5P4Ka inh: 8; IL-2 act: -2.8; aSyn yeast inh: 1%; PLK1 PBD block: 5%; WRN helicase inh: -15%; EPAC1 agonist: 0%

What do the screens show for `Cc1cccc(OCc2n[nH]c(=S)o2)c1C`?
EPAC1 antagonist: -6%; FUS yeast rescue: -20%; Abeta rescue: -3%; PI5P4Ka inh: -12; IL-2 act: 1.2; aSyn yeast inh: -6%; PLK1 PBD block: -4%; WRN helicase inh: 6%; EPAC1 agonist: -6%

How did CC1CCC/C(=C\Nc2ccc(C(=O)O)c(O)c2)C1=O (stereo unspecified) do in these assays?
EPAC1 antagonist: 0%; FUS yeast rescue: 33%; Abeta rescue: -9%; PI5P4Ka inh: -29; IL-2 act: -4.2; aSyn yeast inh: 0%; PLK1 PBD block: -14%; WRN helicase inh: -14%; EPAC1 agonist: -2%

Results for O=C(NCCCn1ccnc1)c1ccc(-c2cccc(Cl)c2Cl)o1 ?
EPAC1 antagonist: -1%; Abeta rescue: -7%; PI5P4Ka inh: 46; IL-2 act: -5.4; aSyn yeast inh: -1%; PLK1 PBD block: 0%; WRN helicase inh: -18%; EPAC1 agonist: 0%

Results for COc1ccccc1NC(=O)COC(=O)CCC(=O)c1cccs1 ?
EPAC1 antagonist: 8%; FUS yeast rescue: -5%; Abeta rescue: -3%; PI5P4Ka inh: -5; IL-2 act: -1.1; aSyn yeast inh: 0%; PLK1 PBD block: -1%; WRN helicase inh: -3%; EPAC1 agonist: -7%

What do the screens show for `O=C(CCc1ccccc1)N1CCN(c2ccccc2F)CC1`?
EPAC1 antagonist: 10%; FUS yeast rescue: -2%; Abeta rescue: 2%; PI5P4Ka inh: -4; IL-2 act: -1.7; aSyn yeast inh: 0%; PLK1 PBD block: -13%; WRN helicase inh: 9%; EPAC1 agonist: 6%

What do the screens show for `Cc1ccc2nc(SC(C)C(=O)NCc3ccc4c(c3)OCO4)[nH]c2c1` (stereo unspecified)?
EPAC1 antagonist: 1%; FUS yeast rescue: 4%; Abeta rescue: 9%; PI5P4Ka inh: 2; IL-2 act: -2.2; aSyn yeast inh: 8%; PLK1 PBD block: -13%; WRN helicase inh: -32%[57.1 µM]; EPAC1 agonist: 11%

How did CN1CCc2c(sc(NC(=O)c3ccc(S(=O)(=O)N4CCOCC4)cc3)c2C(N)=O)C1 do in these assays?
EPAC1 antagonist: 5%; FUS yeast rescue: -2%; Abeta rescue: 12%; PI5P4Ka inh: -7; IL-2 act: -1.6; aSyn yeast inh: 2%; PLK1 PBD block: -2%; WRN helicase inh: 6%; EPAC1 agonist: 5%

Results for Cc1ccc(S(=O)(=O)N(C)C)cc1NC(=O)CSc1nncs1 ?
EPAC1 antagonist: -7%; FUS yeast rescue: 35%; Abeta rescue: 15%; PI5P4Ka inh: -4; IL-2 act: 0.1; aSyn yeast inh: -1%; PLK1 PBD block: 0%; WRN helicase inh: -1%; EPAC1 agonist: -3%

What do the screens show for `c1cc(-c2nn[nH]n2)ccc1CN1CCCCC1`?
EPAC1 antagonist: -3%; FUS yeast rescue: 22%; Abeta rescue: 5%; PI5P4Ka inh: 3; IL-2 act: 3.2; aSyn yeast inh: -3%; PLK1 PBD block: -9%; WRN helicase inh: -5%; EPAC1 agonist: 7%

Results for Cc1ccc(S(=O)(=O)N2[C@@H](c3ccc(Cl)cc3)C(C(=O)OC(C)(C)C)=CC[C@H]2c2ccc(Cl)c(Cl)c2)cc1 ?
EPAC1 antagonist: inconclusive; FUS yeast rescue: -21%; Abeta rescue: -13%; PI5P4Ka inh: 9; IL-2 act: -0.7; aSyn yeast inh: 6%; PLK1 PBD block: 2%; WRN helicase inh: -10%; EPAC1 agonist: -1%

Results for CCNC(=S)N/N=C/c1cc(C)n(-c2ccc(Cl)cc2)c1C ?
EPAC1 antagonist: 1%; FUS yeast rescue: 34%; Abeta rescue: 26%; PI5P4Ka inh: -3; IL-2 act: -0.8; aSyn yeast inh: 6%; PLK1 PBD block: -5%; WRN helicase inh: 3%; EPAC1 agonist: 6%

Results for CC(=O)Nc1cc(C(=O)NCc2ccco2)ccc1Sc1ccc(Cl)cc1 ?
EPAC1 antagonist: -5%; FUS yeast rescue: 14%; Abeta rescue: -15%; PI5P4Ka inh: 2; IL-2 act: -2.2; aSyn yeast inh: -2%; PLK1 PBD block: -14%; WRN helicase inh: -1%; EPAC1 agonist: -1%

How did COc1ccc(C2NC(=S)NC(C)=C2C(=O)N2CCOCC2)cc1 (stereo unspecified) do in these assays?
EPAC1 antagonist: -3%; FUS yeast rescue: -29%; Abeta rescue: -4%; PI5P4Ka inh: 3; IL-2 act: 0.4; aSyn yeast inh: -1%; PLK1 PBD block: -2%; WRN helicase inh: 5%; EPAC1 agonist: -3%
